GAA inhib = inhibitors of human lysosomal alpha-glucosidase; P10253; purified human GAA, 4-MU-alpha-glucoside fluorescence; Potency, µM (doses to about 76.9 µM), for the others: top-dose activity change, negative = inhibition, actives largely listed as inhibitors; 200,000 tested, 0.005% active; AID 1466;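 also: plate controls were uninhibited enzyme wells for no effect and no-enzyme background for full effect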
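Enzyme (4 nM final) mixed with compound (up to 77 uM), then 4-MU-alpha-D-pyranoside (400 uM final) added; 20 min at room temperature, pH 5.0. Reaction stopped at pH 10, fluorescence read, AC50 derived by Hill fit.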
GLA spleen mod = alpha-galactosidase A (human) modulation | P06280 | AID 2107 | human spleen homogenate, 4MU-alpha-Gal fluorescence, 40 min | Potency, µM (titrated, usually from 80 µM), for inactives: at the top dose activity change, negative = inhibition, hits mostly inhibitors | 240,000 tested, 0.008% active;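 also: 0% = enzyme with vehicle and -100% = no enzyme basal signal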
Target sequence (P06280 32-429 limits assumed): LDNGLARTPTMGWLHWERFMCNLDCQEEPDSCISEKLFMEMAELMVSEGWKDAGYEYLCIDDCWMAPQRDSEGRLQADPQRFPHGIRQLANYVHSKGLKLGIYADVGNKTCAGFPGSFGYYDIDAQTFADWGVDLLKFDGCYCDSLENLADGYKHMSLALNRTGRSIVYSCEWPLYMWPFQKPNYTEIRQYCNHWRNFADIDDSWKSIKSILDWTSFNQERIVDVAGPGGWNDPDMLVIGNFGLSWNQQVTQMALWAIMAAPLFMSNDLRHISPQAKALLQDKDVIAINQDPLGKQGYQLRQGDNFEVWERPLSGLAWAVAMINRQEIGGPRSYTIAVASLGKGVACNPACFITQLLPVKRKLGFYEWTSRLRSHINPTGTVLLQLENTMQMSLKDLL
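Human spleen homogenate (1 ug) was the enzyme source, with 4-methylumbelliferyl-alpha-D-galactopyranoside (1 mM final) in pH 5.0 citrate buffer with 0.01% Tween-20. Compounds were titrated; after 40 min at 37C, NaOH/glycine stop, 4-MU fluorescence read; AC50 from Hill fits.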
Tau fibril FP = inhibitors of human tau fibril formation; P10636; K18 P301L tau heparin fibrillization, Alexa594 FP, 6 h; Potency, µM (top dose mostly 57.7 µM), for the others: at the top dose activity, negative = inhibition, actives largely listed as inhibitors; 280,000 tested, 0.39% active; also: % is scaled to controls: 0 for no effect and ±100 for the full control effect; nearly all actives have a fitted effect of over 55% in size
Target sequence (P10636 561-689 P618L limits assumed): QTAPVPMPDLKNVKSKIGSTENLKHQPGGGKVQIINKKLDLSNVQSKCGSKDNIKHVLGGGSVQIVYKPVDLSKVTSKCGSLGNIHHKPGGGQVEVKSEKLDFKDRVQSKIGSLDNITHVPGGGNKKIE
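Recombinant K18 P301L […], labeled with Alexa 594 at 0.24 uM over 15 uM unlabeled; heparin inducer 20 uM final; 37 C, 6 hr; FP endpoint.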
HTT cytoprotect = cytoprotection in Huntington HTT-Q103 PC12 cell model; PC12 HTT-Q103 induced, cytoprotection, ATP luminescence, 40 h; 230,000 tested, 0.14% active; Potency, µM (highest dose often 56.4 µM), inactives show cytoprotection (ATP increase), usual class: activators;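 also: % of control where 0% means no effect; nearly all actives have a fitted effect of over 45% in size; toxic huntingtin expression switched on by the ecdysone agonist tebufenozide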
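Compounds were screened for protection of PC12 cells against cell death after tebufenozide induction (100 nM final) of mutant Huntingtin exon 1 (Q103) fused to GFP.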
aGlu spleen mod = inhibitors or activators of human alpha-glucosidase in spleen homogenate; human spleen homogenate, 4-MU-alpha-glucoside fluorescence; 240,000 tested, 0.006% active; Potency, µM (highest dose often 79.9 µM), without a hit: at the top dose activity change, negative = inhibition, usual class: inhibitors; P10253; AID 2112;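 also: 0% = enzyme with vehicle and -100% = no enzyme basal signal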
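Compounds were titrated against alpha-glucosidase in spleen homogenate at pH 5.0, with 1 mM 4-methylumbelliferyl substrate for 40 min at 37 C. Reactions were quenched with pH 10 NaOH/glycine and fluorescence measured.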
Tau fibril ThT = inhibitors of human tau fibril formation, thioflavin T binding | 270,000 tested, 2.1% active | Potency, µM (top dose mostly 57.4 µM), without a hit: at the highest dose activity, negative = inhibition, actives largely listed as inhibitors | P10636 | recombinant tau K18 P301L, heparin-induced fibrillization, ThT fluorescence | AID 1460; also: % is scaled to controls: 0 for no effect and ±100 for the full control effect; nearly all actives have a fitted effect of over 55% in size
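Tau K18 P301L fragment (15 uM unlabeled plus 0.24 uM Alexa 594-labeled) in 100 mM sodium acetate pH 7 with compound, fibrillization induced by 20 uM heparin for 6 hr at 37 C. Thioflavin T (30 uM) added, fluorescence read after 1 hr (ex 450, em 510 nm).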
GAA glycogen mod = alters human alpha-glucosidase cleavage of glycogen | recombinant GAA, glycogen substrate, Amplex Red glucose oxidase fluorescence | Potency, µM (titrated, usually from 76.4 µM), without a hit: at the highest dose activity change, negative = inhibition, actives largely listed as inhibitors | 300,000 tested, 0.38% active | P10253;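 also: 0% = full enzyme reaction and -100% = no-enzyme basal signal; the screen sought inhibitors and activators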
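Natural-substrate format: glycogen cleavage by 4 nM human enzyme, glucose read by Amplex Red coupling (Ex 573, Em 610 nm). Normalized to enzyme and no-enzyme controls.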
Tau fluor counter = counter-screen for tau fibril formation inhibitors | tau K18 P301L Alexa594 fluorescence, heparin fibrillization | Potency, µM (series often up to 57.7 µM), for the others: at the highest dose activity change, negative = decrease | 280,000 tested, 0.93% active | AID 1463; also: % is scaled to controls: 0 for no effect and ±100 for the full control effect; nearly all actives have a fitted effect of over 55% in size
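Human tau K18 P301L (15 uM unlabeled, 0.24 uM Alexa 594-labeled) in 100 mM sodium acetate pH 7 with 20 uM heparin, 6 hr at 37 C. ThT 30 uM added, 1 hr ambient; Alexa 594 FP and total fluorescence read at 555/632 nm.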
* hit, by the source's call; ? = inconclusive; / = not tested or not shown; & = joins results of further samples; [ ] = another dose, or the depositor's remark. Calls follow the shape of the dose curve; as a rule, active = well fitted curve in the direction sought with a large enough effect; inconclusive = small, poorly fitted or top-dose-only effect, or another doubt; inactive = no such curve, though single readings can be large; an effect the other way counts as inactive or inconclusive. Potency is read from the fitted curve at half-maximal effect. Rows are unselected; about 3.3% have a hit in one of these screens.

SMILES	GAA inhib	GLA spleen mod	Tau fibril FP	HTT cytoprotect	aGlu spleen mod	Tau fibril ThT	GAA glycogen mod	Tau fluor counter
COc1ccc(Nc2nc(NCCCN3CCOCC3)nc(N)c2[N+](=O)[O-])cc1	/	1%	-6%	-2%[10 µM]	-5%	?	1%	-23%
COc1ccc(CCN(C)C(=O)N2CCOCC2)cc1OC	9%	4%	4%	4%[0.074 µM]	9%	1%	0%	3%
O=C(CSc1nc2ccsc2c(=O)n1NC(=O)c1ccccc1)NCc1ccco1	-11%	-6%	-7%	-29%	-3%	-10%	?	-8%
Cc1cc(NC(=O)CC23CC4CC(C2)CC(CC(=O)Nc2cc(C)on2)(C4)C3)no1	-7%	-3%	-4%	-2%[0.074 µM]	-14%	-4%	2%	-4%
Cc1cc(C)c(-c2csc(NC(=O)c3n[nH]c(=O)c4ccccc34)n2)c(C)c1	3%	-4%	0%	1%[10 µM]	-1%	-13%	11%	-17%
COc1ccc(NC(=O)CSc2oc(-c3ccco3)nc2S(=O)(=O)c2ccccc2)c(OC)c1	/	/	-4%	/	/	-11%	-11%[76.3 µM]	?
NC(=O)Cn1c(=O)n(C2CCCCC2)c(=O)c2c3c(sc21)CCCCC3	-2%	-4%	?	-6%[10 µM]	-7%	4%	-1%	-11%
CC1(C)CC2CC(C)(CN2S(=O)(=O)c2ccc(C(=O)Nc3cccc(S(=O)(=O)N4CCOCC4)c3)cc2)C1 (configuration not stated)	?	4%	-6%	-16%[10 µM]	8%	4%	-1%	-1%
COc1cc(/C=N/O)ccc1OCc1ccc(C(=O)O)cc1	-3%	-1%	2%	-24%[1.9 µM]	-1%	-4%	6%	2%
COc1cccc(-c2nnc(SCC3CNC(=O)O3)n2-c2ccc(Cl)cc2)c1 (configuration not stated)	-3%	7%	10%	-4%[10 µM]	2%	-11%	15%	-5%
O=C(CSc1nnc(-c2ccccc2Cl)o1)N1CCCCC1	-14%	2%	-5%	-4%[10 µM]	-14%	-2%	2%	1%
NC(=O)C1CCN(c2ccc(C(F)(F)F)cc2[N+](=O)[O-])CC1	-3%	-10%	-15%	-42%[inhibitor]	-2%	?	-5%	-25%
OC(COCC1COc2ccccc2O1)CN1CCN(c2ccccn2)CC1 (configuration not stated)	-12%	10%	-2%	-16%[10 µM]	-13%	0%	-4%	-3%
CCn1nc(C)c(CN2CCN(Cc3cccc(OC)c3)C(CCO)C2)c1C (configuration not stated)	6%	2%	6%	12%[10 µM]	-4%	1%	3%	-5%
COc1ccc(-c2c[n+]3c4n2CCCCC4=C(c2ccc(Br)cc2)C3)cc1	-1%	6%	0%	-52%[inhibitor]	1%	?	-28%	-14%
Nc1nc(SCC(=O)NC2CCCCC2)[nH]c(=O)c1-c1ccccc1	-7%	-2%	2%	29%[10 µM]	2%	-10%	-7%	-3%
COc1ccc(C2=NN(C(=O)c3cccc([N+](=O)[O-])c3)C(c3cccc([N+](=O)[O-])c3)C2)cc1 (configuration not stated)	-1%	22%	6%	10%[10 µM]	-13%	-6%	-5%	-25%
O=c1c2ccccc2nnn1CSc1nnc(Nc2ccccc2)s1	-2%	-2%	-6%	-21%	-4%	-9%	12%	-21%
CCOC(=O)c1cccc(NC(=O)C2CCCN(S(=O)(=O)c3cc(Br)cc4c3N(C(=O)CC)CC4)C2)c1 (configuration not stated)	/	/	-4%	/	/	-1%	11%[76.3 µM]	-17%
COc1ccc(-n2nc3c(N4CCC(C(=O)N5CCC(C)CC5)CC4)nnc(C)c3c2C)cc1	/	/	-2%	/	/	-8%	-2%[76.3 µM]	-6%
Cn1c(C(C#N)C(=O)Cc2cccc3ccccc23)nc2ccccc21 (configuration not stated)	-4%	3%	-7%	-12%	2%	-3%	-16%	0%
CC(=O)Oc1ccc(-c2csnn2)cc1	1%	4%	-2%	-3%	9%	-7%	-8%	0%
Cc1cc(C)cc(C(=O)Nc2ccc(NC(=O)Cc3ccccc3)cc2)c1	4%	0%	-3%	19%[10 µM]	4%	-3%	12%	0%
O=C(Nc1ccc(F)cc1)Nc1sccc1-c1nc2ccccc2s1	/	-8%	/	-14%[10 µM]	-3%	/	2%	/
COc1ccc(NC(=O)CCS(=O)(=O)c2ccc3nc(C)sc3c2)cc1Cl	/	/	-8%	/	/	-9%	-9%[76.3 µM]	-14%
O=C1NN(c2cccc(Br)c2)C(=O)/C1=C/c1cccs1	/	2%	-10%	-7%[10 µM]	-6%	?	-12%	?
CCCCCNCc1ccc(OCc2ccc(Cl)nc2)c(OC)c1	-7%	-2%	4%	/	4%	-4%	-6%	-5%
CN1CCN(c2ncccc2S(=O)(=O)N2CCCCC2)CC1	2%	-4%	-3%	-10%[1.9 µM]	-4%	-9%	-3%	-7%
CCOc1cc(CNc2cccc3ccccc23)cc(Br)c1OCC(=O)NC(C)(C)C	4%	3%	14%	-7%	-2%	?	-8%	?
COc1ccc(-c2cc(C(=O)Nc3cc(C)ccc3O)no2)cc1OC	/	/	3%	/	/	-9%	-10%[76.3 µM]	-9%
O=C(Nc1sc2c(c1C(=O)Nc1ccc(Cl)cc1)CCCC2)c1cccs1	/	/	-5%	/	/	3%	-6%[76.3 µM]	-16%
N/C(COc1cccc(Cl)c1)=N\NS(=O)(=O)c1ccccc1	14%	-3%	-3%	13%[10 µM]	-2%	-15%	?	-9%
Cc1ccccc1C(=O)NC1(C(F)(F)F)C(=O)Nc2c1c(=O)[nH]c(=O)n2-c1ccc(F)cc1 (configuration not stated)	/	/	-2%	/	/	0%	2%[76.3 µM]	2%
Nc1ccc(Br)c2cccnc12	5%	-8%	-3%	6%[10 µM]	-3%	?	11%	-25%
COc1cc(C)nc2nc(SCc3ccccc3)nn12	-3%	7%	6%	11%	12%	-18%	-6%	-12%
CC(CN1c2ccccc2Sc2ccccc21)N(C)C (configuration not stated)	-3%[15.4 µM]	1%&-7%&9%&12%	11%&8%&0%&0%	-187%&-20%[inhibitor]	1%&10%&-3%&-6%	?	-20%	?
Cc1ccc(-c2nn(-c3ccccc3)cc2/C=N/n2c(-c3cccs3)n[nH]c2=S)cc1	/	10%	?	-17%[10 µM]	3%	/	-19%	?
C#CCN1C(=O)C(O)(CC(=O)/C=C/c2ccco2)c2ccccc21 (configuration not stated)	?	2%	-1%	-26%	1%	-5%	-2%	0%
Cc1cc(NC(=O)c2cnn3cccnc23)n(-c2ccccc2)n1	-7%	-23%	-1%	-12%[10 µM]	-9%	-15%	3%	-1%
C=CCc1cc(/C=N\NC(=O)CSc2nnc(CCCc3ccc(OC)c(C)c3)o2)cc(OC)c1O	-7%	-3%	10%	-15%	-3%	-10%	-6%	-21%
COc1ccc2nc(NC(=O)Cn3cnc4c(=O)n(C)c(=O)n(C)c43)sc2c1	-12%	2%	-4%	15%[10 µM]	-2%	-12%	1%	-6%
Cc1cc(O)c(CN2CCN(c3ccc(F)cc3)CC2)c2oc(=O)cc(C)c12	/	/	-6%	/	/	-5%	20%[76.3 µM]	-4%
Cc1ccc(C)c(Cn2c(=O)n(-c3ccc(Cl)cc3)c(=O)c3c4c(sc32)CCC4)c1	/	/	-2%	/	/	-10%	-2%[76.3 µM]	-7%
COc1ccc(C(=O)NC(=S)Nc2cccc(S(=O)(=O)N3CCOCC3)c2)cc1	6%	2%	-7%	-31%[inhibitor]	-22%	-4%	-7%	-19%

Source: PubChem (National Center for Advancing Translational Sciences (NCATS))
